Myeloid diff MLP – promotes myeloid progenitor differentiation; ER-HoxA9 myeloid progenitors, lysozyme-GFP differentiation, flow cytometry; calls only at 10 µM; 360,000 tested, 1% active; AID 624256;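 active = normalized GFP-positive differentiation at or above the plate's own cutoff, the solvent-only control mean plus 3 SD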;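 note: cells exposed to compound for four days before flow analysis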
M17LAP inhibition – P. falciparum M17LAP inhibitors, primary screen, biochemical, fluorogenic H-Leu-NHMec substrate, 1536-well (AID 1619); recombinant M17LAP, H-Leu-NHMec fluorogenic kinetic assay; higher % means a stronger effect; one-dose inhibition, % at 30 µM; IC50 in µM for titrated hits; 220,000 tested, 0.38% active;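 active = compound inhibiting the enzyme by more than half at any dose during confirmatory dose-response retesting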;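 note: plate controls were full reaction with DMSO carrier for no effect and no enzyme background for full effect; strong numbers were not always called active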
LYP phosphatase – inhibitors of LYP phosphatase, biochemical, fluorescence intensity, uHTS (AID 1779); recombinant LYP phosphatase, fluorescence intensity; higher % means a stronger effect; 290,000 tested, 0.054% active; inhibition, % at 11.5 µM, or IC50 in µM where a hit was titrated;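 note: plate controls were vehicle with enzyme for no effect and no enzyme for full effect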
PMI inhibition – human PMI inhibitors, high substrate, primary screen, biochemical, fluorescence intensity, high mannose 6-phosphate (AID 1220); recombinant PMI enzyme, coupled fluorescence intensity; higher % means a stronger effect; inhibition, % at 20 µM; hits with a dose series show IC50 in µM; 190,000 tested, 0.66% active
TNAP activation fold – stimulation of alkaline phosphatase TNAP activity – biochemical, luminescent, no phosphate acceptor, uHTS, primary screen (AID 1001); activation fold at 20 µM; hits with a dose series show EC50 in µM; purified TNAP, luminescent activation assay, no phosphate acceptor; higher activation fold means a stronger effect; 200,000 tested, 0.03% active; in the data active = activation fold from about 3, or a potency from the dose series; inactive = the rest, 99 in 100 with activation fold below about 1.6; note: many of its hits are not listed in these tables
XIAP displacement – XIAP antagonists, biochemical, IAP family, fluorescence polarization (AID 1018); XIAP BIR domain, fluorescence polarization peptide displacement; higher % means a stronger effect; displacement, % at 20 µM; hits with a dose series show IC50 in µM; 200,000 tested, 0.007% active; in the data active = displacement above about 50%; note: a part of the inactive calls stands beside numbers as strong as those of hits
CSM14.1 death rescue – rescue of cells from ER stress-induced death, primary screen, 384-well, CSM14.1, thapsigargin, ATP luminescence (AID 1222) | cellular ATP content (survival), % at 20 µM; hits with a dose series show EC50 in µM | 190,000 tested, under 10 active | CSM14.1 thapsigargin-induced death rescue, ATP luminescence; higher % means a stronger effect;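 active = EC50 below 50 µM in the dose-response confirmation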;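 note: death triggered by thapsigargin at about 15 µM added after 2 h compound pretreatment; cell ATP read after overnight thapsigargin exposure of roughly 18 to 22 hours; normalized against plate controls of thapsigargin alone and 5% DMSO vehicle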
human PMI inhibition – inhibitors of human PMI, primary screen, biochemical, fluorescence intensity, coupled assay (AID 1209). purified PMI enzyme, coupled fluorescence intensity; higher % means a stronger effect. 190,000 tested, 0.42% active. inhibition, % at 20 µM, or IC50 in µM where a hit was titrated;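 note: plate controls were DMSO vehicle for no effect and wells lacking substrate for full effect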
P. falciparum M1AAP – malaria alanyl aminopeptidase activity blockers – biochemical, fluorogenic H-Leu-NHMec substrate, 1536-well (AID 1445). inhibition, % at 30 µM; hits with a dose series show IC50 in µM. recombinant M1AAP, H-Leu-NHMec fluorogenic kinetic assay; higher % means a stronger effect. 220,000 tested, 0.42% active;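 active = primary inhibition above the hit cutoff, then over 50% inhibition at one or more dose response concentrations, cut at about 23% in these data, passing the limit was not always enough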;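 note: plate controls were DMSO full reaction for no effect and no enzyme background for full effect; strong numbers were not always called active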
Myeloid diff MLP GFP+ MAC1+ % – also measured in Myeloid diff MLP; calls as there; GFP+ MAC1+ double positive, %; measured here: differentiation confirmed by MAC1 staining
Starred values were filed as active, the others as inactive; i = inactive; nt = not tested or not shown. Cut-off read from the data, not from the text of the source, unless noted: active = inhibition above about 50%; inactive = the rest.

molecule	Myeloid diff MLP	Myeloid diff MLP GFP+ MAC1+ %	M17LAP inhibition	LYP phosphatase	PMI inhibition	TNAP activation fold	XIAP displacement	CSM14.1 death rescue	human PMI inhibition	P. falciparum M1AAP
Cc1cc(N2CC(C)OC(C)C2)n2cc(-c3ccccc3)nc2n1 (stereo not drawn)	i	0.4	1%	-5%	-4%	1.1	-4.7%	-0.2%	-10%	6%
O=C(CSc1nnc(Nc2ccccc2)s1)Nc1ccc(S(=O)(=O)N2CCOCC2)cc1	i	0.4	3%	-5%	11%	1.1	-3.7%	6.9%	10%	12%
COc1ccc(C(=O)NCCCOc2cccc(NC(C)=O)c2)cc1	i	0.8	-3%	-3%	nt	nt	nt	nt	nt	-6%
Cc1onc(-c2ccccc2Cl)c1C(=O)OCC(=O)N1CCCc2ccccc21	i	2.2	-7%	-4%	13%	1	-8.7%	4.2%	3%	2%
COc1ccc(CNC(=O)COC(=O)CCOc2ccccc2)cc1	i	1.1	-2%	-9%	4%	1.1	13%	6.1%	6%	1%
COc1ccccc1-c1cc(C(=O)N2CCCc3ccccc32)no1	i	0.1	3%	4%	10%	1	-8.5%	-0.1%	10%	11%
CC(=O)c1nnn(-c2nc(N3CCCC3)nc(N(c3ccccc3)c3ccccc3)n2)c1C	i	1.4	-3%	1%	8%	1.1	-8.9%	-2.8%	14%	12%
O=C1NN(c2ccccc2)C(=O)/C1=C/c1ccc(Sc2cccc3ccccc23)o1	i	0.6	-1%	8%	1%	0.9	-3.5%	-2.5%	4%	8%
CCC1(CC)Cc2ccccc2C(C2=C(O)CC(C)(C)CC2=O)=N1	i	1.0	16%	1%	-1%	1.1	-2.0%	2.1%	0%	4%
CC(C)(C)NC(=O)CN1CCC(NC(=O)C23CC4CC(CC(C4)C2)C3)CC1	i	0.1	-3%	-3%	-6%	1.1	-3.4%	-2.2%	-7%	-3%
CCCC(=O)c1cc2c(cc1NC(=O)c1ccccc1F)OCCO2	i	0.7	-5%	4%	-7%	1	-2.9%	-1.4%	-8%	3%
Cc1ccnc(SCCn2c(N3CCN(C)CC3)nc3c2c(=O)[nH]c(=O)n3C)n1	nt	nt	nt	0%	2%	1	-1.0%	-3.1%	8%	nt
Cc1cc(-c2ccccc2)nc(N(C)C)c1S(C)(=O)=O	i	0.6	2%	-8%	2%	1.1	-5.7%	-2.1%	1%	8%
O=C(Cn1c(=O)oc2ccccc21)N1CCOCC1	i	0.1	-2%	-6%	-2%	1	-3.9%	-1.0%	-6%	3%
CCCCOP(=O)(c1ccc(N(C)C)cc1)C(O)c1ccc(OC)c(OC)c1 (stereo not drawn)	i	0.5	3%	0%	nt	nt	nt	nt	nt	3%
Cc1cccc(-n2c(SCC(=O)NCc3ccco3)nc3ccccc3c2=O)c1	i	1.2	7%	-1%	11%	1.1	-6.6%	0.1%	6%	3%
O=C(CN1C(=O)COc2ccc(S(=O)(=O)N3CCOCC3)cc21)NCc1ccco1	i	1.7	-1%	-4%	nt	nt	nt	nt	nt	-1%
O=C(NC(C(=O)c1ccccc1)N1CCCCCC1)c1ccco1 (stereo not drawn)	i	0.5	10%	-1%	6%	1.1	-1.4%	0.6%	13%	15%
Cc1cc(N=CC2=C(O)CC(C)(C)CC2=O)no1	i	0.4	1%	-8%	0%	1.2	-1.8%	1.5%	-2%	11%
CC/C(=N/NC(=O)CCC(=O)Nc1ccccc1OC)c1ccccc1	i	1.0	1%	-1%	-7%	1.1	-1.4%	-1.7%	-5%	2%
CC(=O)Oc1ccc(/C=N/NC(=S)Nc2ccccc2)cc1	i	0.7	-11%	6%	4%	1	-6.2%	-5.0%	5%	8%
Cc1cccc(C(=O)OCc2cnc(Cl)s2)c1	i	0.6	9%	-2%	18%	1	3.2%	-1.0%	18%	-3%
CCOc1ccc(CNC(=O)CCc2cn(Cc3ccccc3)c3ccccc23)cc1	i	2.3	1%	6%	1%	1	1.4%	-4.0%	2%	0%
O=C(Nc1ccc(F)cc1)OCCOc1ccc([N+](=O)[O-])cc1	i	0.3	-7%	5%	nt	nt	nt	nt	nt	1%
CC(NC(=O)Nc1ccc2c(c1)OCO2)C1CCCO1 (stereo not drawn)	i	2.2	-1%	-6%	-3%	1.1	-5.4%	-3.2%	0%	3%
CNS(=O)(=O)c1ccc(NC(=O)c2nc3nc(C)cc(C(F)F)n3n2)cc1	nt	nt	-4%	-10%	-6%	1	-1.9%	-0.7%	-9%	-3%
CC(=O)Nc1ccc(S(=O)(=O)NC2=C(N3CCN(c4ccc(F)cc4)CC3)C(=O)c3ccccc3C2=O)cc1	i	0.3	3%	-7%	-57%	1	-5.0%	-2.1%	-24%	9%
O=c1c(-c2ccccc2)c(O)nc2ccccn12	i	10	-2%	-11%	6%	1.1	-3.7%	-0.2%	5%	12%
O=C(NC(O)C(=O)c1cccs1)c1cccnc1 (stereo not drawn)	i	0.4	11%	-5%	4%	1.1	2.6%	0.8%	-2%	0%
CCc1cccc(CC)c1NC(=S)N(CCN(C)C)C(C)c1cccnc1 (stereo not drawn)	i	0.7	2%	-9%	4%	1.1	-1.2%	-0.7%	-5%	1%

Whole records from above. Order of screens: Myeloid diff MLP	Myeloid diff MLP GFP+ MAC1+ %	M17LAP inhibition	LYP phosphatase	PMI inhibition	TNAP activation fold	XIAP displacement	CSM14.1 death rescue	human PMI inhibition	P. falciparum M1AAP
Cc1cccc(-n2c(SCC(=O)NCc3ccco3)nc3ccccc3c2=O)c1 is entered as i	1.2	7%	-1%	11%	1.1	-6.6%	0.1%	6%	3%
CC(=O)Oc1ccc(/C=N/NC(=S)Nc2ccccc2)cc1 is entered as i	0.7	-11%	6%	4%	1	-6.2%	-5.0%	5%	8%

Going on with the list.
molecule	Myeloid diff MLP	Myeloid diff MLP GFP+ MAC1+ %	M17LAP inhibition	LYP phosphatase	PMI inhibition	TNAP activation fold	XIAP displacement	CSM14.1 death rescue	human PMI inhibition	P. falciparum M1AAP
O=S(=O)(c1ccc(F)cc1)N1CCC(N2CCCCCC2)CC1	i	0.9	0%	0%	3%	1.1	-4.4%	-0.6%	10%	7%
O=C(CN1CCN(c2ccccn2)CC1)NC(=O)NC1CCCCC1	i	0.5	-9%	-8%	-5%	1.2	0.8%	nt	-9%	-10%
Cn1cc2ccc(N)cc2n1	i	0.4	1%	-7%	nt	1.1	-7.8%	0.0%	73%*	0%
COc1ccc(N2C(=O)c3ccccc3NC2(C)C)cc1	i	0.5	-10%	-8%	-10%	1.1	2.2%	-0.1%	-10%	13%
O=C(c1ccccc1)c1cnc(-c2ccccc2)s1	i	0.1	-1%	5%	19%	1	2.2%	-0.2%	5%	5%
CN1CCN(Cc2c(O)ccc3c(=O)c(Oc4ccccc4Cl)c(C(F)(F)F)oc23)CC1	i	1.0	5%	-7%	-2%	1	-3.1%	0.1%	-3%	9%
CC(=O)Nc1ccc(NC(=O)CSc2ccc(-c3cccs3)nn2)cc1	i	0.7	-1%	-6%	-18%	1.1	-2.6%	nt	-10%	2%
C=C(C)C1CC=C(C)/C(=N/NC(=O)CNc2ccc(OCC)cc2)C1 (stereo not drawn)	i	4.5	-6%	-2%	40%	1.1	-1.6%	-1.4%	16%	-5%
Cc1ccc(NC(=S)NC(NC(=O)C(C)(C)C)C(Cl)(Cl)Cl)c(C)c1 (stereo not drawn)	i	1.0	-19%	6%	-5%	1.1	-4.5%	-1.4%	4%	6%
CCc1nnc(NC(=O)OCc2ccccc2)s1	i	1.2	10%	2%	9%	1.1	-5.4%	-2.7%	10%	1%
O=C(COC(=O)c1ccc(F)cc1F)Nc1ncccn1	i	0.5	9%	-6%	nt	nt	nt	nt	nt	8%
O=C(NCc1ccccc1)c1noc2c1CCCC2	i	0.6	5%	2%	12%	1.1	-0.1%	-0.4%	19%	8%
COc1ccc(/C(N)=N/OC(=O)Cc2ccc(C)cc2)cc1	i	0.6	-15%	-1%	7%	1.2	nt	-1.0%	14%	-1%
C[C@]12CCC3c4ccc(OCC(=O)O)cc4CCC3C1CCC2=O (stereo partly drawn)	i	0.5	1%	-7%	nt	nt	nt	nt	nt	6%
CC1=NN(c2nc(-c3ccc(Cl)cc3)cs2)C(=O)C1	i	1.1	14%	1%	-50%	1.1	-13%	-0.8%	-32%	15%
O=C(NCc1ccco1)c1cc(-c2ccncc2)nc2ccccc12	i	4.1	18%	-1%	1%	1.1	-5.7%	-0.1%	1%	5%
CCNC(=S)N1CCN(c2cccc(C(F)(F)F)c2)CC1	i	1.2	-13%	-3%	11%	1	-20%	-5.2%	12%	1%
CCOc1ccccc1N1C(=O)CC(Nc2ccc(N3CCOCC3)cc2)C1=O (stereo not drawn)	i	0.6	10%	-4%	28%	1	-10%	-2.8%	4%	14%
CC(=O)CSc1nc(N)c(C#N)c(-c2cccs2)c1C#N	i	0.2	21%	2%	3%	1	-3.6%	-1.2%	6%	0%
CN(Cc1ccccc1)C(=O)COC(=O)c1ccc(Cl)cc1N	i	0.6	-6%	-5%	-6%	0.9	-3.6%	-0.4%	-7%	8%
CN(CCc1ccccn1)C(=S)NC(=O)c1ccco1	i	0.3	12%	3%	-11%	1.1	-3.2%	-1.4%	-6%	2%
Cc1ccccc1NC(=O)Cc1cn(C)c2ccccc12	i	1.7	9%	-1%	0%	1.1	-18%	2.1%	3%	2%
O=C(Nc1ccc(C2SCCS2)cc1)c1ccccc1	i	0.2	7%	-6%	nt	nt	nt	nt	nt	3%
COCCNC(=O)c1ccc(Cn2c(=S)[nH]c3cc4c(cc3c2=O)OCO4)cc1	i	0.5	-8%	-4%	-2%	1	-4.8%	0.3%	-4%	-3%
O=c1[nH]c(-c2ccc(Cl)cc2)nc(=S)[nH]1	i	1.0	17%	-2%	nt	nt	nt	nt	nt	7%
CCOc1ccc(Nc2nc(Cc3nnc(SCC(=O)NCC4CCCO4)n3C)cs2)cc1 (stereo not drawn)	i	13	25%	2%	4%	0.9	-3.2%	-1.7%	-9%	5%
CCOc1ncccc1C(=O)OCC(=O)c1cccc(Br)c1	i	0.3	-3%	-2%	7%	1.1	-6.4%	0.3%	-5%	0%
COc1ccc(/C(C)=N/Nc2ccccc2Cl)c(O)c1	i	0.3	1%	-13%	nt	nt	nt	nt	nt	2%
O=C(CNc1cccc(C(F)(F)F)c1)N/N=C/c1cccc(Br)c1	i	0.5	-7%	6%	27%	1.1	-5.5%	-2.4%	28%	-4%
CCn1cc(/C=C2\SC(=O)N(CC(=O)Nc3ccc4c(c3)OCO4)C2=O)c2ccccc21	i	0.9	-1%	-11%	-4%	1	-3.8%	-2.0%	-2%	2%
Cc1ccsc1/C=N/NC(=O)Nc1ccccc1	i	0.7	2%	0%	2%	1	-11%	nt	-8%	1%
C=CCN(CC=C)C(=O)C[n+]1ccc(C(N)=O)cc1	i	0.4	2%	-1%	nt	nt	nt	nt	nt	4%
N#Cc1c2c(c(NCCN3CCOCC3)n3c1nc1ccccc13)CCCC2	i	0.5	-20%	-4%	34%	1.1	-6.8%	0.1%	16%	8%
